# SRC3 TRFRET art: TR-FRET artefact, counter-screen to PPARgamma/SRC-3 agonist assay. PPARgamma/SRC-3 format; hits give high values. TR-FRET ratio at 8 µM. hit rate 0.39% among 99,000. AID 1048; in the data active = TR-FRET ratio above about 2000; note: inactives centre near 1600; reference of the scale not given here
# SRC1 TRFRET art: flags TR-FRET format artefacts in PPARgamma SRC-1 recruitment agonist screen. hit rate 0.34% among 99,000. TR-FRET ratio at 8 µM. TR-FRET detection artefact counter-screen, emission ratio; hits give high values; in the data active = TR-FRET ratio above about 2300; note: inactives centre near 1800; reference of the scale not given here
# The depositor's hits bear a star. This is a subset (hit frequency here may not be typical).
Molecule	SRC1 TRFRET art	SRC3 TRFRET art
COc1cc(OC)c(OC)cc1/C=C1/C(=O)N=C(N)N1C	1830	1316
Cc1ccc(O)c(C(=O)c2cnn(C(=O)Cc3csc(C)n3)c2)c1	2165	1704
Cn1c(=O)n(Cc2ccc(Br)cc2)c2ccccc21	2098	1614
COc1ccc(C(=O)C2CCCN(Cc3ccc(Sc4nncn4C)o3)C2)cc1F (stereo not drawn)	1564	1590
CCOC(=O)C1=C(C)OC(N)=C(C#N)C1c1cccc(C)c1 (stereo not drawn)	1613	1543
S=c1[nH]c(-c2ccc(Cl)cc2)cs1	2339*	2141*
CCOc1cc2c(cc1OCC)C(c1ccccc1OC)OC(=O)C2 (stereo not drawn)	1708	1630
CC(C)CN(CC(C)C)C(=S)Nc1ccc(Cl)cc1	1828	1665
CCCOc1ccc(OCCn2nc(C(=O)O)c3ccccc3c2=O)cc1	1834	1754
Cc1ccc(/C=C/C(=O)Nc2ccc(N(C)C)cc2)o1	2095	1522
CCn1c(-c2cc(C3CC3)nc3ccccc23)n[nH]c1=S	1620	1639
COc1cccc(-n2nnc3c(=O)n(CC(=O)Nc4cc(C)on4)cnc32)c1	1797	1632
NNC(=O)c1cncn1-c1ccc(F)cc1	1926	1607
CC1=C(c2ccccc2)[N+](=O)C2(CCCCC2)N1[O-]	1569	1266
C=CCn1c(SCC(=O)NCCO)nc2sc(C)c(C)c2c1=O	1571	1471
CN(C)C(CNC(=O)c1cccc(S(=O)(=O)N2CC3(C)CC2CC(C)(C)C3)c1)c1ccco1 (stereo not drawn)	1835	1607
N/C(=N\OC(=O)c1ccc2c(c1)OCO2)c1cccc([N+](=O)[O-])c1	1744	1359
O=c1oc2ccccc2cc1-c1csc(Nc2ccc(O)cc2)n1	2066	1589
CCc1cccc(OCCN2CCCC2)c1	1832	1560
O=C(CC1C(=O)NCCN1Cc1ccc(-c2ccccc2)cc1)NCC1CC1 (stereo not drawn)	1637	1830
NC(=O)c1ncc(C(F)(F)F)cc1Cl	1790	1320
CCN1C(=O)C(CC(=O)Nc2ccc(OC)cc2)N(CCc2ccccc2)C1=S (stereo not drawn)	1531	1540
O=C(NC(Cc1c[nH]c2ccccc12)C(=O)NCCCN1CCOCC1)c1cccs1 (stereo not drawn)	2118	1698
Cc1ccc(C(C[N+](=O)[O-])c2c(-c3ccccc3O)[nH][nH]c2=O)cc1 (stereo not drawn)	1791	1474
COc1ccc(-n2c(C)cc(C(=O)CN3C(=O)NC4(CCCc5sccc54)C3=O)c2C)cc1 (stereo not drawn)	1736	1346
COc1ccccc1N(CC(O)COc1ccccc1C)S(=O)(=O)c1ccccc1 (stereo not drawn)	2091	1545
Cc1ccc(CNS(=O)(=O)c2ccccc2[N+](=O)[O-])cc1	1719	1737
O=C(NC(=S)NCC1CCCO1)c1ccccc1 (stereo not drawn)	1635	1515
N#C/C(=C\Nc1ccccc1SC(F)(F)F)c1nc(-c2ccc(Cl)cc2)cs1	2045	1581
CC1CC(C)CN(C(=O)c2cccc(S(=O)(=O)Nc3cc(C(F)(F)F)ccc3Cl)c2)C1 (stereo not drawn)	1746	1593
CC(C)(Oc1ccc(Cl)cc1)C(=O)NCCN1C(=O)S/C(=C/c2cccnc2)C1=O	1918	1707
CC1CN(C(=O)c2ccc(COc3ccc(C(C)C)cc3)o2)CC(C)O1 (stereo not drawn)	1859	1827
CC(C)NC(=O)Cn1cc(C(=O)COc2ccccc2)c2ccccc21	1843	1650
NC(=O)c1c(Nc2nc3c(F)cccc3s2)sc2c1CCCC2	1846	1802
O=C(CNS(=O)(=O)c1cccc2nsnc12)NCc1ccc(Cl)cc1	1929	1463
Cc1sc(NC(=O)CCCC(=O)O)c(C(N)=O)c1-c1ccccc1	1861	1554
COc1ccc(CN2CCN(C(=O)c3cccc(OC)c3OC)CC2)cc1OC	1699	1425
O=C(O)CCC(=O)NNc1nc2ccccc2nc1-c1ccccc1	1594	1445
Oc1[nH]c2ccccc2c1C=Nc1ccc2c(c1)OCO2	1880	1468
COc1cccc(C(=O)N/N=C/C(Br)=C/c2ccccc2)c1	1786	1617

# Full records, quoted from the list.
# Listed for O=C(CNS(=O)(=O)c1cccc2nsnc12)NCc1ccc(Cl)cc1 → SRC1 TRFRET art: 1929; SRC3 TRFRET art: 1463
# Listed for O=C(O)CCC(=O)NNc1nc2ccccc2nc1-c1ccccc1 → SRC1 TRFRET art: 1594; SRC3 TRFRET art: 1445

# (further entries)
Molecule	SRC1 TRFRET art	SRC3 TRFRET art
COc1ccc(NC(=O)CCN2C(=O)C3C4C=CC(C4)C3C2=O)cc1 (stereo not drawn)	1984	1590
COc1cccc2c(O)cc(=O)n(C)c12	1847	1521
CCc1ccc(-c2c(C)sc(NC(=O)C3CCC3)c2C#N)cc1	1904	1358
CCC(CO)N=C1CC(C)(C)CC(=O)/C1=C(/O)CCCN1C(=O)c2ccccc2C1=O (stereo not drawn)	1715	1525
COc1ccccc1-n1c(SCC(=O)Nc2cccc(S(N)(=O)=O)c2)nc2ccccc2c1=O	2047	1715
Brc1ccc2c(c1)OCCOCCOCCOCCOCCOCCO2	1905	1427
Cc1[nH]c2ccccc2c1C(=O)CSc1ccccc1	1437	1554
O=C(Nc1nn[nH]n1)c1ccc(S(=O)(=O)N2CCCCC2)cc1	1842	1659
O=C(CN(C(=O)c1csnn1)c1ccc(F)cc1)NCc1ccc(F)cc1	1847	1589
Cn1cc(C(=O)c2ccc(Cl)cc2Cl)cc1C=O	1574	1419
CN(CCC1CCCCO1)C(=O)CCc1nnc(C2CCCCC2)o1 (stereo not drawn)	1614	1652
CC1=NN(C(=O)CCCc2ccccc2)C(O)(C(F)(F)F)C1 (stereo not drawn)	1907	1610
CC(C)OCCCNC(=S)Nc1ccc(S(N)(=O)=O)cc1	1584	1547
Cc1cc(C)nc(SCc2ccc(F)cc2)n1	1799	1488
CCCCCC(=O)NC(Nc1ccc(S(N)(=O)=O)cc1)C(Cl)(Cl)Cl (stereo not drawn)	1846	1769
COc1ccc(S(=O)(=O)N2CCCC2C(=O)Nc2ccc(C(C)=O)cc2)cc1 (stereo not drawn)	1850	1607
COc1ccc(NC(=O)c2cc([N+](=O)[O-])ccc2N2CCCC2)cc1	1780	1694
COc1ccc2cc(C(=O)C3CCCN(Cc4cccc(C)n4)C3)ccc2c1 (stereo not drawn)	1665	1511
Cc1ccc(C(=O)N/N=C\c2cc3c(cc2Br)OCO3)s1	1819	1779
CCCNC(=O)COC(=O)/C=C/c1ccc(C)o1	1829	1579
O=C1CC(SC2=NCCS2)C(=O)N1c1ccc(Cl)cc1 (stereo not drawn)	1738	1540
Cn1c(C(=O)N2CCC(C(=O)N3CCN(Cc4ccc5c(c4)OCO5)CC3)CC2)cc2sccc21	1519	1439
CNC(=O)COc1ncnc2scc(-c3ccc(F)cc3)c12	1958	1522
CCOC(=O)CSc1nnc2n(C3CCCCC3)c(=O)c3c4c(sc3n12)CCCC4	1900	1421
Cc1nccn1CCN(C)Cc1cn(Cc2ccccc2)nc1-c1ccc2c(c1)OCO2	1946	1361
COc1ccc(N2C(=O)/C(=C\c3ccco3)N=C2SCC(=O)N(C(C)C)C(C)C)cc1Cl	1504	1397
COc1cc2cnc(Cl)nc2cc1OC	1769	1478
Nc1nnc(CSCc2ccc(Cl)cc2)s1	1727	1588
Brc1ccccc1-n1nnc(-c2nccs2)n1	1656	1445
Fc1ccc(CN2CCCCCC2)c(F)c1	1799	1404
COc1cc(S(=O)(=O)N2CCCCC2)c(OC)cc1Br	1629	1371
O=C(COc1ccc(Cl)cc1Cl)Nc1ccc(S(=O)(=O)NC2=NCCCCC2)cc1	2030	1646
Cc1c(Cl)cnc(NC(=O)COC(=O)c2ccc3ncsc3c2)c1Cl	1790	1326
O=[N+]([O-])c1ccc(Cl)cc1N1CCCC1	1796	1568
C=CCn1c(O)c(N=NC(=S)Nc2ccccc2F)c2cc(S(=O)(=O)N3CCOCC3)ccc21	1726	1461
CCN(CC)C(=O)Oc1ccc2ccccc2c1Cl	1664	1788
CS(=O)(=O)Nc1ccccc1C(=O)O	1662	1468
CCc1ccc(C2c3[nH]c4ccccc4c3CCN2C(=O)CNC(N)=O)cc1 (stereo not drawn)	1998	1552
Cc1c(C(=O)NCc2cccs2)oc2ccc(S(=O)(=O)N3CCOCC3)cc12	1568	1386
CC1=NN(c2ccc(S(=O)(=O)O)cc2C)C(=O)C1	1592	1520
COc1ccc(CNC(=O)C2CCN(S(=O)(=O)c3cccc4cccnc34)CC2)cc1	1780	1606
O=C(CCNC(=O)c1ccccc1Cl)NCC12CC3CC(CC(C3)C1)C2	1592	1319
CN(C(=O)CSc1nnc2ccccn12)c1c(N)n(Cc2ccccc2)c(=O)[nH]c1=O	2012	1646
c1ccc(-c2ccccc2OCCCN2CCCCC2)cc1	1880	1564
Cc1ccc(NC(=O)c2cnccn2)cc1	1736	1616
COCc1cc(=O)n2[nH]c(C)nc2n1	1986	1550
NC(=O)c1ccc(Sc2nnc(-c3cccs3)n2CC2CCCO2)c([N+](=O)[O-])c1 (stereo not drawn)	1788	1605
CC(=O)Nc1nnc(SCc2cc(=O)c(OC(=O)c3ccccc3)co2)s1	1892	1460

# Sorted by SMILES length (largest number first): part of the list above
Molecule	SRC1 TRFRET art	SRC3 TRFRET art
CN(C(=O)CSc1nnc2ccccn12)c1c(N)n(Cc2ccccc2)c(=O)[nH]c1=O	2012	1646
O=C(CCNC(=O)c1ccccc1Cl)NCC12CC3CC(CC(C3)C1)C2	1592	1319
c1ccc(-c2ccccc2OCCCN2CCCCC2)cc1	1880	1564
COCc1cc(=O)n2[nH]c(C)nc2n1	1986	1550
Cc1ccc(NC(=O)c2cnccn2)cc1	1736	1616

# Additional compounds:
Molecule	SRC1 TRFRET art	SRC3 TRFRET art
CCCCc1ccc(-c2nc(-c3ccncc3)no2)cc1	1739	1385
CCc1ccc(C(=O)COC(=O)C(CCSC)NC(=O)c2ccccc2)cc1 (stereo not drawn)	2032	1609
CCN(C(=O)Cn1cc(C(F)(F)F)ccc1=O)c1c(N)n(Cc2ccccc2)c(=O)[nH]c1=O	1669	1656
O=C(COc1ccccc1[N+](=O)[O-])N1CCN(S(=O)(=O)c2ccccc2)CC1	1876	1488
O=C(Cc1cccc2ccccc12)Nc1cccnc1	1834	1780
CC1(C)CC(=O)C(C=NCCN2CCNCC2)=C(O)C1	1667	1566
COc1ccc(CC(=S)N2CCOCC2)cc1F	2076	1611
Cc1ccc(NC(=O)COC(=O)CCc2nc3ccccc3c(=O)[nH]2)cc1Cl	1758	1562
Cc1cc(C)n2nc(C(=O)NNC(=O)c3ccccc3)nc2n1	1833	1616
Cc1ccc(-c2cc[n+](Cc3ccccc3)cc2)cc1	1723	1743
CCc1cccc(CC)c1NC(=O)C[n+]1cccc(C(N)=O)c1	1807	1514
Cc1ccc(C)c2c1cc(C)c1nnc(SCC(=O)N3CCCc4ccccc43)n12	1940	1587
NC(=O)CSc1nccn1Cc1ccccc1	1667	1616
Cc1ccc(C2(C(F)(F)F)NC(=O)N3N=C4CCCCCN4C3=C2C#N)cc1 (stereo not drawn)	1878	1714
COc1cc(C(Nc2ccccn2)c2c(NC(=O)c3ccco3)sc(C)c2C)cc(OC)c1OC (stereo not drawn)	1828	1611
Cc1cccc(C)c1OCCNC(=O)c1ccc2ccccc2n1	1837	1505
CN(C)C(=O)C1C2NC(=S)N(c3ccc(Cl)cc3)C1(C)Oc1ccc(Cl)cc12 (stereo not drawn)	1653	1306
COc1ccc2[nH]c(CN3CCN(CCC(C)C)C(CCO)C3)c(C)c2c1 (stereo not drawn)	1657	1690
Cc1ccc(S(=O)(=O)N2CCOCC2)cc1C(=O)OC1CCCCC1=O (stereo not drawn)	1867	1569
O=C(NCc1cccs1)c1ccc(Cl)c(S(=O)(=O)N2CCCC2)c1	1813	1858
CC(=O)Nc1ccccc1-c1nnn(CC(=O)Nc2ccc3c(c2)OCCO3)n1	1956	1560
COc1ccc(CNC2CC(=O)N(C)C2=O)cc1 (stereo not drawn)	1727	1554
COc1ccc(C)cc1NC(=O)C(OC(=O)c1cc(C)oc1C)c1ccccc1 (stereo not drawn)	2085	1902
CCOC(=O)C1CCN(C(=O)CN2C(=O)C(CC)Oc3ccccc32)CC1 (stereo not drawn)	1837	1344
O=C1NC(=Nc2ccc(Cl)cc2)/C(=C/c2ccco2)S1	1909	1628
Nc1cc(Cl)ccc1C(=O)OCC(=O)NC1CCCCC1	2090	1611
O=C(COC(=O)Cc1ccccc1[N+](=O)[O-])NCC1CCCCC1	1579	1410
O=C(COC(=O)c1ccc(Br)o1)NCCc1ccccc1	1711	1739
O=C(COC(=O)[C@@H]1CCCN1C(=O)c1cccs1)Nc1ccc(F)cc1[N+](=O)[O-]	1924	1599
Cc1cc(C)c(S(=O)(=O)N2CCCOC2CNC(=O)C(=O)NCc2ccccn2)c(C)c1 (stereo not drawn)	1685	1559
COc1ccc(-n2cccc2C=O)cc1	1702	1424
COC(=O)c1ccccc1NC(=O)CSc1nnc(-c2cccnc2)n1N	1872	1575
CCc1ccc(NC(=O)c2c(C(=O)Nc3ccccc3)sc3nc(C)cc(=O)n23)cc1	1642	1437
S=C(NC1CCCC1)NC1CC1	1782	1584
CCCNC(=O)c1cccc(COc2ccccc2OC)c1	2018	1880

# Bioassay records (PubChem BioAssay)
